# FUS suppressor: qHTS for Suppressors of FUS Proteinopathy: Primary screen using FUS-linked yeast assay; S. cerevisiae FUS-expressing, growth rescue, OD600, 24 h; hit rate 0.24% among 390,000; Potency, µM (top dose mostly 76.6 µM), for the others: top-dose growth rescue (activation), hits mostly activators;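 also: potency is read from the fitted curve at half-maximal effect; plate controls were DMSO vehicle for no effect and reference control for full effect; nearly all actives have a fitted effect of over 55% in size; some results filed as inactive show a strong effect at the top dose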
#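 Toxicity suppression screen in FUS-yeast. Cells induced with 2% galactose, starting OD 0.005, treated 24hr at 30C with compounds at multiple final concentrations; growth by OD600.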
# PI5P4K alpha inh: qHTS for Inhibitors of phosphatidylinositol 5-phosphate 4-kinase (PI5P4K). max response, %. Phosphatidylinositol 5-phosphate 4-kinase type-2 alpha (Homo sapiens), P48426. PI5P4Kalpha enzyme, ADP-Glo luminescence, 60 min; stronger effect = lower value. hit rate 1.2% among 330,000; active = max response of -50% or lower; inconclusive = between -30% and -50%; inactive = -30% or higher; also: value at the top dose of about 77 µM; % is scaled to controls: 0 for no effect and ±100 for the full control effect
# Target sequence (P48426 whole entry, looked up): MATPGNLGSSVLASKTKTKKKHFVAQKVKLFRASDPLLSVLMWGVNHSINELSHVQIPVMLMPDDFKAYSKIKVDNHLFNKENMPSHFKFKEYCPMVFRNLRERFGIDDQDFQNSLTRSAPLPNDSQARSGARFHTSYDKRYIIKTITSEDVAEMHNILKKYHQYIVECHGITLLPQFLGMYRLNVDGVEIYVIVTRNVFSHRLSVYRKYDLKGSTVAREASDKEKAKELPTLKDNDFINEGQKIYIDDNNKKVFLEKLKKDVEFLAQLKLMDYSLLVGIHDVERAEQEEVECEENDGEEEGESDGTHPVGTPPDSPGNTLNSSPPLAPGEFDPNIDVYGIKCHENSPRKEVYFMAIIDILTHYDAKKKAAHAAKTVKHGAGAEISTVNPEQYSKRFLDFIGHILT
#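 Enzyme plus substrate dispensed, test compounds pinned in, then ATP (5 microM final) added. After 60 min at RT, ADP-Glo reagent 1 for 45 min and reagent 2 for 30 min preceded luminescence imaging.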
# IL2 activator: qHTS of IL-2 Activators; IL-2 activation reporter assay, cell-based qHTS; stimulated with anti-CD3/CD4/CD28 beads; in transgenic mouse T cells; activation, % (series mostly up to about 46 µM); hit rate 0.065% among 360,000; AID 652025, 2013; in the data active = activation above about 50%; inconclusive = mostly about 30% to 49%; also: 0% is about no effect
#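 Unstimulated transgenic mouse T cells, 750 per well, received compound and, after 60 minutes, anti-CD3/anti-CD4 bead plus anti-CD28 stimulation. EGFP and DsRed were quantified after 18 hours.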
# Abeta yeast res: qHTS for compounds that reverse cellular toxicity of Amyloid beta (A-beta) peptide in yeast: Primary Screen; AID 1347071, 2019; Potency, µM (series often up to 46.1 µM), without a hit: at the top dose growth rescue, hits mostly activators; yeast expressing A-beta42, growth rescue, OD600, 48 h; response scale: 0% DMSO, 100% iron-clioquinol control; hit rate 0.063% among 410,000; also: potency is read from the fitted curve at half-maximal effect; nearly all actives have a fitted effect of over 55% in size
#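 Yeast growth medium received pinned compounds, then yeast cells expressing toxic A-beta were added; plates incubated at 30 C for 48 hr. Growth read as absorbance at 600 nm, normalized to DMSO and equimolar FeCl3 plus clioquinol controls.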
# WRN inhibitor: qHTS for Inhibitors of WRN Helicase; WRN helicase unwinding, fluorescent forked duplex, kinetic; Potency, µM (doses to about 114 µM), inactives show top-dose activity change, negative = inhibition, hits mostly inhibitors; hit rate 0.46% among 360,000; AID 651768, 2012; also: potency is read from the fitted curve at half-maximal effect; % is scaled to controls: 0 for no effect and ±100 for the full control effect; nearly all actives have a fitted effect of over 55% in size
#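 Kinetic fluorescence helicase assay: unwinding of a quenched forked DNA duplex (100 nM final) with 2 mM ATP final raises red fluorescence (525/598 nm). Compounds sat 15 min at room temperature with 20 nM WRN beforehand.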
# EPAC1 antag: qHTS for Antagonist of cAMP-regulated guanine nucleotide exchange factor 3 (EPAC1): primary screen; hit rate 0.14% among 360,000; EPAC1 GEF assay, Rap1b-BODIPY-GDP exchange fluorescence; Rap guanine nucleotide exchange factor 3 (Homo sapiens), O95398; Potency, µM (doses to about 115 µM), for the others: top-dose activity change, negative = inhibition, usual class: inhibitors;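 also: potency is read from the fitted curve at half-maximal effect; plate controls were vehicle for no effect and positive control for full effect; nearly all actives have a fitted effect of over 50% in size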
# EPAC1 agonist: qHTS for Agonist of cAMP-regulated guanine nucleotide exchange factor 3 (EPAC1): primary screen. EPAC1 agonist qHTS, biochemical assay; response scale: 100% = response to 6.5 mM cAMP. Potency, µM (titrated, usually from 154 µM), for the others: at the top dose activation, hits mostly activators. hit rate 0.073% among 360,000. Rap guanine nucleotide exchange factor 3 (Homo sapiens), O95398; also: potency is read from the fitted curve at half-maximal effect; nearly all actives have a fitted effect of over 60% in size
#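 Normalized to 6.5 mM cAMP, activity reflects EPAC1-catalysed release of BODIPY-GDP from Rap1B, followed kinetically over 30 min at 480 nm excitation, 540 nm emission. Reaction contained 100 nM EPAC1, 250 nM Rap1B-BODIPY-GDP, 50 uM GDP.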
# PLK1 PBD block: qHTS for Inhibitors of PLK1-PDB (polo-like kinase 1 - polo-box domain): Primary Screen; Serine/threonine-protein kinase PLK1 (Homo sapiens), P53350; Plk1 PBD binding of FITC phosphopeptide, fluorescence polarization; Potency, µM, for inactives: max response, negative = inhibition, most hits filed as inhibitors; hit rate 2.8% among 360,000; also: potency is read from the fitted curve at half-maximal effect; series mostly up to about 57 µM; % is scaled to controls: 0 for no effect and ±100 for the full control effect; nearly all actives have a fitted effect of over 65% in size
# Target sequence (P53350 whole entry, looked up, the tested form may be a part): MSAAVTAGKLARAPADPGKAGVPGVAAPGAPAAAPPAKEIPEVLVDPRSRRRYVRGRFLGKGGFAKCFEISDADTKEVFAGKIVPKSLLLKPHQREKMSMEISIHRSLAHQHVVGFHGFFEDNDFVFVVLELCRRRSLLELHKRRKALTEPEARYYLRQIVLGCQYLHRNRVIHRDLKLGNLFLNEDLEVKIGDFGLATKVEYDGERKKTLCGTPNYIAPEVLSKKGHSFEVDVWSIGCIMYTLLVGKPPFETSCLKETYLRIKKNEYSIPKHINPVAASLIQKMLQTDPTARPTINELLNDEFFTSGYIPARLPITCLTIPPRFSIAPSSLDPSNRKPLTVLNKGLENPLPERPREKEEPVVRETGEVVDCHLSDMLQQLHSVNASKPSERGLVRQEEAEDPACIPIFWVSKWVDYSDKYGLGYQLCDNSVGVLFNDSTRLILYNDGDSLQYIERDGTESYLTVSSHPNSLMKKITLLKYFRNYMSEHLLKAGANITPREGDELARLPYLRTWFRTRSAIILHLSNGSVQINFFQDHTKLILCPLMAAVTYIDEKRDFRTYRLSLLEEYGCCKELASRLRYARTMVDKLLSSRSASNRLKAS
# The depositor's hits bear a star; ? = inconclusive; nt = no result given; [ ] = dose if it differs, or a comment. Unless noted, calls follow the shape of the dose curve; as a rule, active = well fitted curve in the direction sought with a large enough effect; inconclusive = small, poorly fitted or top-dose-only effect, or another doubt; inactive = no such curve, though single readings can be large; an effect the other way counts as inactive or inconclusive.
# The line under a structure holds: FUS suppressor	PI5P4K alpha inh	IL2 activator	Abeta yeast res	WRN inhibitor	EPAC1 antag	EPAC1 agonist	PLK1 PBD block
> CC(C)C(NC(=O)c1ccccc1)c1nnc(SCC(=O)Nc2nccs2)n1C (stereo unspecified)
  2%	-1	-1.7	4%	-1%	5%	2%	-8%
> COP(=O)(OC)c1nc(-c2cccc3ccccc23)oc1N1CCCCC1
  ?	1	-0.2	-2%	-4%	-1%	12%	-10%
> CCc1nc2ccc(C(=O)N3CCN(C(=O)c4ccco4)CC3)cn2c1N(CC)CCOC
  -18%	2	-0.3	2%	1%[57.1 µM]	-5%	-17%	0%
> Cc1ccc2nc(CSc3nc(C)cc(C)c3C#N)[nH]c2c1
  21%	nt	-1.7	18%	-4%	-11%	7%	1%
> CCN1CCN(c2cc3c(nn2)Oc2ccccc2N3C)CC1
  3%	1	0.2	-5%	4%	-8%	-14%	-1%
> CC1CCCN(c2nc3c(c(=O)[nH]c(=O)n3C)n2CCCc2ccccc2)C1 (stereo unspecified)
  -7%	-5	-1.5	-18%	-26%	-6%	3%	-5%
> CC(=O)C1=C(NC(=O)c2ccccc2F)C[C@@H]2[C@H]1C2(C)C
  -1%	13	-0.8	12%	-4%	-1%	-4%	-2%
> N#Cc1nc(-c2ccc(OCc3ccccc3)cc2)oc1N1CCOCC1
  24%	nt	1.5	1%	-5%	9%	5%	-2%
> COc1cc2c(cc1OC)C(=O)C(Br)CC2 (stereo unspecified)
  12%	-51*	-0.4	-8%	50µM*	45µM*	-7%	0.95µM*
> COC(C[C@H]1O[C@@H]1[C@H](O)COCc1ccccc1)OC
  -33%	-12	0.5	1%	-3%	-10%	-10%	7%
> CCC(=O)N1CCc2cc(S(=O)(=O)CCC(=O)N(C)c3ccc(OC)cc3OC)ccc21
  4%	2	-3.0	2%	14%	-7%	-10%	-9%
> CC(=O)Oc1ccccc1C1=NN(C(C)=O)C(c2ccccc2)C1 (stereo unspecified)
  -8%	-3	-0.3	5%	2%	12%	10%	-6%
> COc1cc(/C=N/Nc2nc(C)cc(C)n2)cc(OC)c1OC
  -14%	0	0.1	7%	0%	-2%	4%	-10%
> O=C(NC(=S)Nc1ccccc1Br)c1cccnc1
  -17%	0	0.7	13%	1%	3%	1%	-4%
> NCCCC(=O)O
  -23%	1	-0.2	-17%	8%	-5%	-11%	-3%
> CC1(c2nc3ccccc3[nH]2)CCC(=O)N1C1CC1 (stereo unspecified)
  -3%	-2	0.0	-7%	-1%	12%	-6%	7%
> COc1ccc(N2CCN(c3cc(C(=O)Nc4cc(OC)c(OC)c(OC)c4)ncn3)CC2)cc1OC
  34%	1	0.1	-13%	1%	13%	-14%	0%
> CCCCn1c(N)c(N(CC(C)C)C(=O)c2ccc(Br)o2)c(=O)[nH]c1=O
  26%	-1	2.2	-2%	-2%	4%	5%	-9%
> CCc1ccc(OCC(=O)NC2CC(C)(C)NC(C)(C)C2)cc1
  -13%	-1	-2.1	6%	5%	14%	4%	-14%
> O=C(/C=C/Nc1ccc(S(=O)(=O)Nc2ncccn2)cc1)c1ccc(Cl)c(Cl)c1
  12%	-13	-0.8	0%	0%	17%	3%	-10%
> Cc1cc2c(c(=O)n1CCCn1ccnc1)C(c1ccco1)C(C#N)=C(N)O2 (stereo unspecified)
  28%	3	0.6	-10%	-17%	-7%	-10%	-2%
> COC(=O)c1c(NC(=O)c2ccoc2C)sc2c1CCC2
  -1%	-29	0.3	-4%	-17%	9%	0%	-13%
> C=CCc1ccccc1OCC(=O)NNC(=S)NCc1ccccc1
  nt	-1	-4.9	-12%	-35%	-18%	8%	-7%
> CCN(CC)S(=O)(=O)c1cccc(-c2nnc(SCc3nnc(-c4ccccc4)o3)n2C)c1
  -27%	6	-0.9	16%[9.22 µM]	-17%	-9%	5%	-1%
> Cc1cc(CC(C)C)n(-c2nc3ccccc3c(=O)n2OCC(=O)N(C)C)n1
  9%	-2	0.9	9%	-24%	-7%	12%	-10%
> CCN(CC(=O)NC(C)C)C(=O)C(CCSC)NC(=O)c1cccc(C)c1 (stereo unspecified)
  20%	11	-1.6	11%	9%	11%	5%	-7%
> CCO[C@@H]1OC(C(N)=O)=C[C@H](c2ccc(C(F)(F)F)cc2)[C@H]1CCCO
  5%	4	0.8	-23%	0%	-10%	7%	-10%
> COc1ccc2sc(N(CCCN(C)C)C(=O)c3ccc(S(=O)(=O)N(C)C4CCCCC4)cc3)nc2c1
  37%	1	-1.4	15%	-8%	-20%	16%	-10%
> CCn1nc(C)c(/C=N/NC(=O)Cn2cncn2)c1C
  27%	-10	-0.7	8%	-7%	4%	3%	2%
> COc1cccc(OC)c1OCCOc1ccc(C(=O)c2ccccc2)cc1
  nt	7	-0.6	9%	-19%	-2%	-2%	0%
> COC(=O)N/N=C/c1c(C)nn(-c2cccc(Cl)c2)c1Cl
  nt	-1	-2.8	-4%	5%	8%	-5%	3%
> COc1ccccc1N1CCN(C(=O)/C=C/c2c(Cl)nc3ccccn23)CC1
  15%	-5	-5.2	-12%	-3%	5%	5%	-10%
> CCCC1O[C@@H]2CC3C4CCC5=CC(=O)C=C[C@]5(C)C4C(OC(C)=O)C[C@]3(C)[C@]2(C(=O)COC(C)=O)O1 (stereo partly specified)
  ?	-5	-2.3	-17%	5%	-14%	16%	19µM*
> CN(C)CCCN(C(=O)c1ccc(S(=O)(=O)N2CCCCCC2)cc1)c1nc2ccc(F)cc2s1
  ?	14	-3.0	10%	1%	-11%	8%	-10%
> CC1(C)CC(=NO)CC(C)(C)N1
  -7%	-6	-1.8	-6%	9%	-13%	3%	-7%
> N#Cc1nc(-c2ccco2)oc1N1CCC(C(N)=O)CC1
  -4%	-6	-0.4	0%	7%	-10%	-6%	-5%
> COc1ccc(C(=O)COC(=O)c2ccc(NC(=O)c3ccccc3)cc2)cc1
  7%	nt	0.2	30%	-3%	-9%	3%	-1%
> COCC(C)n1c(SCC(=O)Nc2ccc3c(c2)OCCO3)nc2ccccc2c1=O (stereo unspecified)
  nt	8	-0.4	-4%	0%	-2%	16%	-6%
> O=C(NCc1ccc2c(c1)OCO2)C(=O)Nc1cc2c3c(c1)CC(=O)N3CCC2
  41%	-13	-3.2	-8%	19%	7%	12%	-13%
> COC(=O)C1=C(C(=O)c2ccc(C)cc2)C(c2ccccc2)n2nnnc2N1 (stereo unspecified)
  7%	4	-0.2	15%	0%	5%	4%	-2%
> O=C(Nc1ccc(Br)cc1)N1CCCCCC1
  -1%	9	9.1	2%	6%	9%	-3%	3%
> CCCCC1=CC2=CC(=O)C(C)(OC(=O)C3CCCC3)C(=O)C2=CO1 (stereo unspecified)
  22%	-73*	-0.3	-78%[inhibitor]	?	?	-17%	?
> CC1CCN(S(=O)(=O)c2ccc3ccccc3c2)CC1
  18%	-3	-2.7	-13%	-5%	-5%	14%	-13%
> CC(C)=CCCC(C)CN1CCC(O)CC1 (stereo unspecified)
  9%	nt	-0.8	11%	5%	8%	-5%	-6%
> Oc1csc(Cc2nc(-c3ccc(-c4ccccc4)cc3)cs2)n1
  21%	-17	-2.1	14%	2%	-2%	2%	-2%
> O=[N+]([O-])c1ccc(-n2nnnc2CN2CCOCC2)cc1
  4%	1	0.3	-11%	-1%	12%	10%	-13%
> CC(OC(=O)c1ccc(=O)n(Cc2ccccc2)n1)C(=O)Nc1cccc(Cl)c1 (stereo unspecified)
  27%	16	-4.0	-6%	-3%	2%	19%	-4%
> CCn1c(SC/C=C/c2ccccc2)nnc1-c1cnccn1
  28%	0	-2.0	-25%	-1%	1%	2%	-8%
> Cc1cccc2cc(-c3nc4ccc(C(=O)O)cc4[nH]3)c(=O)oc12
  18%	-12	0.0	-7%	-3%	-8%	12%	-24%
> COc1ccc(-c2sc3ccccc3c2C#CC2(O)CCCCC2)cc1
  38%	29	-0.6	-2%	-4%	-25%	-9%	-9%
> Cc1noc(C)c1COc1ncnc2ccccc12
  -4%	0	-3.2	6%	-4%	-1%	3%	-1%
> O=C(Nc1nc(-c2ccccc2)cs1)C1CCCCN1S(=O)(=O)c1ccccc1 (stereo unspecified)
  10%	nt	-2.4	-13%	-13%	-7%	29%	-5%
> CCN(CC)S(=O)(=O)c1ccc(Cl)c(C(=O)NC)c1
  7%	-3	-0.2	6%	4%	1%	10%	1%
> Cc1c(C)c2ccc(OCC(=O)N3CCC(C(=O)O)CC3)cc2oc1=O
  -21%	-1	0.5	-3%	7%	10%	-4%	5%
> CC1Cc2ccccc2N1C(=O)CN1C(=O)NC(C)(CCc2ccccc2)C1=O (stereo unspecified)
  nt	-5	-2.4	-24%	-32%	-23%	9%	-6%
> COc1ccc(CNC(=O)N2CCc3ccccc3C2)cc1
  -12%	0	3.6	-8%	2%	8%	2%	1%
> O=S(=O)(Cc1ccccc1)C(c1ccccc1)S(=O)(=O)Cc1ccccc1
  -28%	5	1.2	5%	-3%	3%	11%	-8%
> COc1ccc(C(=O)CN2Cc3ccccc3C2=N)cc1
  7%	0	0.2	6%	3%	6%	2%	6%
> c1ccc(-c2csc3ncn4nnnc4c23)cc1
  6%	-7	-2.2	-7%	1%	-8%	-2%	-12%
> CC(C)CN1CCCC(N2CCN(c3cccc(Cl)c3)CC2)C1 (stereo unspecified)
  -16%	1	2.9	4%	11%	-19%	5%	-13%
> CCn1cc(C=C2C(=O)c3ccccc3C2=O)c2ccccc21
  -21%	1	108*	10%	?	50%[activator]	?	?
> O=C1C=C(c2ccccc2)OC2(CCCC2)O1
  4%	0	-0.7	13%	0%	8%	-5%	-12%
